High-throughput results deposited in PubChem by National Center for Advancing Translational Sciences (NCATS).
PTHR1 agonist: agonists of human PTHR1 parathyroid hormone receptor; AID 743266; actives 0.075% (n = 410,000); Potency, µM (highest dose often 115 µM), for the others: top-dose activation, hits mostly activators; HEK293 GP2 PTHR1 cells, GloSensor cAMP luminescence, 1 h; note: potency is the fitted concentration of half-maximal effect; nearly all actives have a fitted effect of over 55% in size; some results filed as inactive show a strong effect at the top dose; inactives centre near -15; many of its hits are not listed in these tables
Target sequence (Q03431 whole entry, looked up): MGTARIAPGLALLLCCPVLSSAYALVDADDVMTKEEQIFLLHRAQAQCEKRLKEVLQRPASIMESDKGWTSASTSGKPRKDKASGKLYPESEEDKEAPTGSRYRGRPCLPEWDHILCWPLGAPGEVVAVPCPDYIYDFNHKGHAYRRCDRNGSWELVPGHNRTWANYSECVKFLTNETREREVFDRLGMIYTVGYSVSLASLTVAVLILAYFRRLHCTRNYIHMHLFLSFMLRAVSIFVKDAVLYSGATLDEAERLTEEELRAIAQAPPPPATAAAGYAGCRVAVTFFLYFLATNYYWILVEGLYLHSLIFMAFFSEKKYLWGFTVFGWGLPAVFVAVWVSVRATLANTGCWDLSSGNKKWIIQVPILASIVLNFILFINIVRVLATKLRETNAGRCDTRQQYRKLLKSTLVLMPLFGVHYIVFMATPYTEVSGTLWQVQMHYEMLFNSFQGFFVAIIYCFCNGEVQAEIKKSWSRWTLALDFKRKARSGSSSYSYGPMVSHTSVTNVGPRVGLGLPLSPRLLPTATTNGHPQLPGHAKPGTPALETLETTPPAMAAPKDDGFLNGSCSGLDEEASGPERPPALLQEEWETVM
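HEK-293-derived GP2 cells expressing PTHR1 and a GloSensor cAMP reporter, 3,000/well, plated overnight, given luciferin plus IBMX (each 0.5 mM as added) for 1 h at 37 °C, then compound for 1 h at 37 °C. Luminescence was read after 15 min at room temperature.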
GLP1R cytotox: cytotoxicity counter-screen for GLP-1 receptor inverse agonists. HEK293 cAMP-luciferase reporter cells, luminescence, 24 h. Potency, µM (highest dose often 38.3 µM), for the others: at the top dose activity change, negative = inhibition, usual class: inhibitors. AID 624418. actives 0.13% (n = 410,000);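 note: loss of luciferase light is scored as toxicity; potency is the fitted concentration of half-maximal effect; % is set by controls: 0 for no effect and ±100 for the full control effect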
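Step one: seed cells (200 cells/uL, DMEM with 10% Nu serum, 1% pen-strep). Step two: 12-hour incubation at 37 deg C. Step three: pin 23 nL compound, incubate 24 hr. Step four: add luciferase reagent, read luminescence 12 min later.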
GLP-1R inv ag: inverse agonists of human GLP-1 receptor; P43220; HEK293 GLP-1R CRE-luciferase, luminescence, 24 h; GLP-1R form is constitutively active; Potency, µM (doses to about 38.3 µM), for inactives: top-dose activity change, negative = inhibition, actives largely listed as inhibitors; actives 1.6% (n = 410,000); note: potency is the fitted concentration of half-maximal effect; % is set by controls: 0 for no effect and ±100 for the full control effect; nearly all actives have a fitted effect of over 55% in size
Target sequence (P43220 whole entry, looked up): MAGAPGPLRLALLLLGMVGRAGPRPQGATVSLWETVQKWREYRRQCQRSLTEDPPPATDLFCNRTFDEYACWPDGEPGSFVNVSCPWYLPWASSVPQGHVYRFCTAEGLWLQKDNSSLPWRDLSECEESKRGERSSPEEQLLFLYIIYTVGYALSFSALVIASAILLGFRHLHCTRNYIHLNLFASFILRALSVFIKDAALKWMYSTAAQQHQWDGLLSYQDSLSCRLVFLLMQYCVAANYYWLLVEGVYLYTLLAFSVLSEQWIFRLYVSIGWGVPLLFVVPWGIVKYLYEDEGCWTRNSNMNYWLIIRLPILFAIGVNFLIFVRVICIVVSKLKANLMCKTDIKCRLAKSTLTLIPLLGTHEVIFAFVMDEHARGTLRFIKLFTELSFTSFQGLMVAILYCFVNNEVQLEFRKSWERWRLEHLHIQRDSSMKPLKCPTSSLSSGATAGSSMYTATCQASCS
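Seeding at 200 cells/uL, 12 h culture, 24 hr compound treatment, then luciferase reagent and a luminescence read; cells are HEK293 stably expressing a constitutively active GLP-1R plus cAMP-responsive luciferase.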
TDP43 rescue: TDP-43 toxicity inhibition in yeast. TDP-43 expressing yeast growth rescue, BacTiter-Glo, 24 h. Potency, µM (titrated, usually from 46.1 µM), inactives show at the highest dose growth rescue (activation), hits mostly activators. actives 1.8% (n = 410,000). AID 652104; note: potency is the fitted concentration of half-maximal effect; % of control where 0% means no effect; nearly all actives have a fitted effect of over 50% in size
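Yeast cells expressing TDP-43 under galactose induction are exposed to compounds for 24 hr at 30 deg C. BacTiter-Glo luminescence measures growth, so protective compounds score as activators.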
Abeta rescue: restores growth of yeast expressing A-beta42 peptide | yeast expressing A-beta42, growth rescue, OD600, 48 h; response scale: 0% DMSO, 100% iron-clioquinol control | Potency, µM (top dose mostly 46.1 µM), without a hit: top-dose growth rescue, usual class: activators | actives 0.063% (n = 410,000); note: potency is the fitted concentration of half-maximal effect; nearly all actives have a fitted effect of over 55% in size
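Growth rescue measured by 600 nm absorbance after 48 h yeast culture at 30 C with compound. Values normalized between DMSO and an equimolar ferric chloride plus clioquinol control.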
Akt phos inh: blocks phosphorylation of Akt | Neuro2A IGF-stimulated pAkt S473 HTRF, 20 min; hits give low values | activity change, % for hits at 50 µM | actives 0.32% (n = 360,000) | AID 651550; in the data active = activity change below about -80%; inconclusive = mostly about -51% to -80%; note: % is set by controls: 0 for no effect and ±100 for the full control effect
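Neuro2A cells in DMEM with 0.5% FBS, overnight at 37 deg C, given compound at single 50 µM final, then IGF (6 nM final) for 20 min at 37 deg C. Lysed; phospho-Akt Ser473 by HTRF after 24 h, 665/615 ratio.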
aSyn rescue: rescues yeast growth from alpha-synuclein toxicity; Potency, µM (series often up to 46.1 µM), without a hit: top-dose growth rescue (activation), usual class: activators; Yeast expressing alpha-synuclein, growth rescue, BacTiter-Glo, 24 h; actives 0.14% (n = 370,000); AID 652106; note: potency is the fitted concentration of half-maximal effect; % of control where 0% means no effect; nearly all actives have a fitted effect of over 65% in size
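Screening used galactose-induced yeast with toxic alpha-synuclein levels, exposed to compound for 24 hr at 30 deg C. Cell growth, read with BacTiter-Glo luminescence, gave the measured signal.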
FUS suppressor: FUS proteinopathy suppression in yeast. Potency, µM (top dose mostly 76.6 µM), for inactives: at the top dose growth rescue (activation), most hits filed as activators. actives 0.24% (n = 390,000). S. cerevisiae FUS-expressing, growth rescue, OD600, 24 h. AID 1347120;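 note: potency is the fitted concentration of half-maximal effect; plate controls were DMSO vehicle for no effect and reference control for full effect; nearly all actives have a fitted effect of over 55% in size; some results filed as inactive show a strong effect at the top dose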
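Cultures pregrown in 2.5% raffinose medium are shifted to minimal medium containing 2% galactose to express toxic FUS. Compounds are tested at several concentrations. After 24hr at 30C, growth is quantified at 600 nm absorbance.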
MmCpn inh: blocks the Methanococcus maripaludis chaperonin Mm-Cpn; purified Mm-Cpn ATPase, ADP Transcreener TR-FRET; actives 0.031% (n = 330,000); Potency, µM (series often up to 76.9 µM), without a hit: at the highest dose activity, negative = inhibition, hits mostly inhibitors; note: potency is the fitted concentration of half-maximal effect; % is set by controls: 0 for no effect and ±100 for the full control effect; nearly all actives have a fitted effect of over 80% in size
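Purified archaeal chaperonin (25 nM final) was preincubated with compound for 10 min at 37°C, then ATP (10 uM final) was added for 30 min at 37°C in Tris pH 7.4/KCl/MgCl2/DTT buffer. ADP was quantified by HTRF Transcreener TR-FRET.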
The depositor's hits bear a star; i = inactive; ? = inconclusive; . = not tested or not shown; & = joins results of further samples; ! = repeats disagree; [ ] = remark or other dose. Unless noted, calls come from the whole dose curve; as a rule, active = well fitted curve in the direction sought with a large enough effect; inconclusive = small, poorly fitted or top-dose-only effect, or another doubt; inactive = no such curve, though single readings can be large; an effect the other way counts as inactive or inconclusive. Only part of the results is shown, so the mix of outcomes need not match the whole.

item	Molecule	PTHR1 agonist	GLP1R cytotox	GLP-1R inv ag	TDP43 rescue	Abeta rescue	Akt phos inh	aSyn rescue	FUS suppressor	MmCpn inh
1	CCN1CCN(C(=O)c2oc(=O)c3ccccc3c2-c2ccc(C)cc2)CC1	-12%	-19%	3%	?	3%	i	1%	-13%	-3%
2	Clc1ccc(CNc2cnccn2)cc1	i	5%	-11%	-6%	-8%	i	1%	8%	1%
3	O=C(CN1C(=O)C2C3CCC(C3)C2C1=O)NCc1ccco1 (configuration not stated)	i	10%	-1%	-5%	0%	i	1%	0%	0%
4	COc1ccc(Cl)cc1NC(=O)Nc1ccc(C(=O)N2CCOCC2)cc1	-18%	-10%	?	19%	4%	i	5%	.	-1%
5	Clc1ccc(CN(Cc2ccccc2)C(c2cccs2)c2nnnn2C2CCCC2)cc1 (configuration not stated)	-16%	3%	?	-12%	5%	i	-4%	4%	.
6	CCC(CC)c1nnc(NC(=O)CCCN2C(=O)c3ccccc3C2=O)s1	-1%	3%	10%	9%	0%	i	5%	18%	2%
7	COc1ccc(C2=Nn3c(nnc3-c3ccccn3)SC2)cc1OC	i	-30%	53%[activator]	10%	-13%	i	0%	17%	3%
8	CCC(C)N1C(=O)CN(C2CCCCCC2)C(=O)C1c1ccccc1F (configuration not stated)	i	-10%	0%	0%	-7%	i	11%	4%	-5%
9	CCc1ccc(CNC(=O)CN2C(=O)COc3ccccc32)cc1	-2%[57.5 µM]	-8%	-18%	-4%	11%	i	1%	17%	2%
10	COc1ccc(C(CNC(=O)CSc2ccc(Br)cc2)N2CCOCC2)cc1 (configuration not stated)	-22%	-7%	?	-18%	-1%	i	-5%	9%	-2%
11	O=C1Nc2ccccc2C12OCC(COc1ccc(Cl)cc1)O2 (configuration not stated)	i	-31%	?	17%	30%	i	13%	21%	0%
12	Fc1cccc(CN2CCc3nc(Nc4ccc5c(c4)OCCO5)ncc3C2)c1F	-15%	-3%	?	15%	12%	.	.	-5%	.
13	COC(=O)c1c(NC(=O)c2ccc(C)o2)sc2c1CCCCC2	-13%	113%[activator]	?	6%	-8%	i	-2%	-11%	-3%
14	COc1cc(/C=C2\SC(=S)N(C(C(=O)O)c3ccccc3)C2=O)cc(OC)c1OC (configuration not stated)	-43%[inhibitor]	-11%	-4%	-10%	4%	i	-2%	29%	3%
15	Cc1ccc(Cl)cc1NC(=O)c1cnn2c1NC(c1ccco1)CC2C(F)(F)F (configuration not stated)	i	-5%	0%	12%	-42%[inhibitor]	i	10%	24%	1%
16	O=c1c2ccccc2nc2n1CC/C2=C\N1CCN(c2ccc([N+](=O)[O-])cc2)CC1	i	-15%	14%	-27%	-6%	i	1%	45%	.
17	CCOc1ccccc1CN1CCN(Cc2nc3c(s2)CCCC3)CC1CCO (configuration not stated)	-41%[inhibitor]	-1%	-28%	8%	7%	i	-3%	-12%	3%
18	COC(=O)c1ccccc1OCCOCCOc1cccc2cccnc12	i	-12%	1%	11%	4%	i	-6%	.	-3%
19	CCOC(=O)C1CCCN(C2=NC(=O)/C(=C/c3ccc(OC)cc3OC)S2)C1 (configuration not stated)	-5%	-4%	3%	?	10%	i	0%	?	2%
20	O=C(CCc1ccccc1)Nc1ccccc1C(=O)NCc1ccco1	-18%	4%	?	?	12%	i	3%	6%	-1%
21	COCCNC(=O)c1cccc(OC2CCN(Cc3ccccc3OC(F)F)CC2)c1	-45%[inhibitor]	-8%	-24%	13%	6%	i	0%	0%	-6%
22	CCOC(=O)/C(C#N)=C/Nc1ccccc1OC(F)(F)F	-29%	3%	31%[activator]	22%	0%	i	-2%	2%	?
23	Cc1ccc(C)c(NC(=O)C(Sc2nncn2C)c2ccccc2)c1 (configuration not stated)	i	-1%	2%	2%	?	i	1%	.	1%
24	CN(CC(=O)Nc1ccccc1C(F)(F)F)C(=O)CSCc1ccc(Cl)c(Cl)c1	-17%	-13%	?	-13%	?	i	7%	15%	1%
25	CCn1cc(S(=O)(=O)Nc2ccccc2C(F)(F)F)cn1	-1%	-3%	4%	-21%	-5%	i	12%	12%	0%
26	CCN(C(=O)CSc1n[nH]c(N)n1)c1cccc2ccccc12	i	-23%	14%	-3%	3%	i	-3%	.	-2%
27	CCOc1ccc(Nc2nc(N)nc(CN(C)C3CCCCC3)n2)cc1	i	-1%[1.53 µM]	-27%	-14%	-1%	i	0%	15%	-2%
28	CC(C)(Cc1ccccc1)/[N+]([O-])=C\c1ccc(C(F)(F)F)cc1	-14%	0%	-25%	22%	5%	i	-7%	-2%	1%
29	Cc1cc2cc(CNC(=O)c3ccc(S(=O)(=O)N4CCCC4)cc3)ccc2n1C	i	3%	13%	4%	0%	i	3%	-4%	?
30	O=C(c1ccco1)N1CCN(C(=O)c2cc(=O)[nH]c3ccccc23)CC1	i	2%	6%	11%	0%	i	8%	11%	-7%

[31] CC1CC(C)CN(Cc2nc(N)nc(Nc3ccc4ccccc4c3)n2)C1 (configuration not stated)
[32] CCOc1ccc(CCNC(=O)COC(=O)c2ccc(C)c(S(=O)(=O)N3CCOCC3)c2)cc1OCC
[33] CCOC(=O)[C@]12CCCC=C1N(Cc1ccc3c(c1)OCO3)C(=O)[C@H](CC(=O)N1CCSCC1)C2
[34] CC/C(=N\NC(=O)CSCc1ccccc1Br)c1ccc2c(c1)OCCO2
[35] CC(C)CCC(=O)Nc1cc(S(=O)(=O)N2CCOCC2)ccc1N1CCCC1
[36] O=C(O)C(NC(=O)c1ccccc1)=C(Cl)Cl
assay / compound	31	32	33	34	35	36
PTHR1 agonist	i	i	?	i	i	-10%[57.5 µM]
GLP1R cytotox	?	-4%	-13%	-26%	-4%	-10%
GLP-1R inv ag	?	4%	-1%	?	9%	1%
TDP43 rescue	-11%	12%	14%	6%	1%	6%
Abeta rescue	-2%	10%	2%	9%	-1%	10%
Akt phos inh	i	i	i	i	i	i
aSyn rescue	-5%	0%	3%	1%	0%	1%
FUS suppressor	31%	21%	16%	-13%	-3%	-18%
MmCpn inh	2%	.	.	-1%	.	.

Part of the list above in order of molecular weight, ascending:
[36] O=C(O)C(NC(=O)c1ccccc1)=C(Cl)Cl
[30] O=C(c1ccco1)N1CCN(C(=O)c2cc(=O)[nH]c3ccccc23)CC1
[31] CC1CC(C)CN(Cc2nc(N)nc(Nc3ccc4ccccc4c3)n2)C1 (configuration not stated)
[33] CCOC(=O)[C@]12CCCC=C1N(Cc1ccc3c(c1)OCO3)C(=O)[C@H](CC(=O)N1CCSCC1)C2
assay / compound	36	30	31	33
PTHR1 agonist	-10%[57.5 µM]	i	i	?
GLP1R cytotox	-10%	2%	?	-13%
GLP-1R inv ag	1%	6%	?	-1%
TDP43 rescue	6%	11%	-11%	14%
Abeta rescue	10%	0%	-2%	2%
Akt phos inh	i	i	i	i
aSyn rescue	1%	8%	-5%	3%
FUS suppressor	-18%	11%	31%	16%
MmCpn inh	.	-7%	2%	.

The list continues:
[37] OC(COCCC12CC3CC(CC(C3)C1)C2)CN1CCCC1 (configuration not stated)
[38] CC(C)NC(=O)N(C)C[C@H]1Oc2c(NC(=O)Nc3ccc4c(c3)OCO4)cccc2C(=O)N([C@H](C)CO)C[C@@H]1C
[39] CC(C)Oc1c(N2CCOCC2)c(=O)c1=O
[40] CS(=O)(=O)c1ccc(Cl)c(NC(=O)C2CC(=O)N(Cc3ccco3)C2)c1 (configuration not stated)
[41] O=C(CN1C(=O)c2ccccc2C1=O)Nc1ccccc1C(=O)NC1CCCCCC1
[42] COc1ccc(-c2cc(=O)oc3cc(OCC(=O)NCc4ccccn4)ccc23)cc1
assay / compound	37	38	39	40	41	42
PTHR1 agonist	-94%[inhibitor]	i	i	-13%	?	-18%
GLP1R cytotox	8%	-2%	3%	-9%	-14%	1%
GLP-1R inv ag	?	8%	10%	1%	?	6%
TDP43 rescue	-6%	11%	8%	-13%	?	8%
Abeta rescue	0%	5%	6%	-4%	13%	-8%
Akt phos inh	i	i	i	i	i	i
aSyn rescue	-2%	-5%	-6%	-4%	14%	0%
FUS suppressor	-37%	13%	-26%	12%	-74%	-9%
MmCpn inh	-1%	0%	1%	?	?	-1%

[43] O=C(Cc1cccs1)Nc1nnc(Cc2ccccc2)s1
[44] Cc1ccc(CCNC(=O)C2CCC(CNc3c(N4CCCC4)c(=O)c3=O)CC2)cc1 (configuration not stated)
[45] Cc1ccc2[nH]cc(CCNC(=O)c3cccnc3)c2c1
[46] COc1ccc(-c2[nH]c(-c3ccccc3)nc2SCC(=O)NC2CCCC2)cc1
[47] COc1cccc(-c2nn(C)c3sc(C(=O)NCc4cc(OC)ccc4OC)cc23)c1
[48] CCOc1ccc(-c2ncncc2-c2ccc(OC)c(OC)c2)c(O)c1
assay / compound	43	44	45	46	47	48
PTHR1 agonist	-5%	i	-7%[57.5 µM]	-6%&-8%	-46%[inhibitor]	i
GLP1R cytotox	-15%	-5%	-6%	-3%&-9%	-23%	0%
GLP-1R inv ag	-22%	7%	1%	10µM*!	-11%	29%
TDP43 rescue	-14%	-5%	-14%	22%&-13%	16%	6%
Abeta rescue	-3%	-9%	12%	?	2%	-16%
Akt phos inh	i	i	i	i	.	i
aSyn rescue	-2%	-10%	8%	3%	.	-1%
FUS suppressor	31%	.	22%	3%&1%	?	-30%
MmCpn inh	-1%	2%	-1%	0%	.	1%
